# Compound activity (PubChem)
# UBC13 inh – human UBC13 polyubiquitination inhibition | 330,000 tested, 0.47% active | inhibition, % at 20 µM | AID 485273 | P61088 | UBC13 polyubiquitin chain formation, TR-FRET; in the data active means inhibition above about 45%, passing the limit was not always enough
# SENP7 block – inhibitors of human SENP7 protease. Q9BQF6. recombinant SENP7, Z-RLRGG-aminoluciferin luminescence, 40 min. inhibition, % at 5 µM. 330,000 tested, 1.5% active. AID 434973;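 active means inhibition above about 50% at the single test dose, limit read from the data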;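 further: plate controls were DMSO with enzyme for no effect and no enzyme buffer wells for full effect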
# Target sequence (Q9BQF6 706-1050 limits assumed): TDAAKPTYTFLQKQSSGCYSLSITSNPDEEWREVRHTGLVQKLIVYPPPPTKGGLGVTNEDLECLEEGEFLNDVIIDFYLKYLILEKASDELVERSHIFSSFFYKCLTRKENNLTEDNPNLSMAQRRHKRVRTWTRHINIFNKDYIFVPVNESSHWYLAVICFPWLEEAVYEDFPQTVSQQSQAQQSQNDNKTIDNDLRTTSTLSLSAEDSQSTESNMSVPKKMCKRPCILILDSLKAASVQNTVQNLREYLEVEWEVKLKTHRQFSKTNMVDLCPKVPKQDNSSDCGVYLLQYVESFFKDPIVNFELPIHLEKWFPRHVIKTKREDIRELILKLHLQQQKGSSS
# SENP1 inh – SENP1 (human) catalytic domain inhibition. Q9P0U3. recombinant SENP1 catalytic domain, CyPet-SUMO1-YPet FRET cleavage. inhibition, % at 10 µM. 360,000 tested, 0.21% active. AID 624204;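 active means inhibition at least 30% at 10 µM, raw YFP signal under a set limit, fluorescence ratio 0.5 to 1.5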;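 further: 0% = enzyme with DMSO and 100% = no enzyme wells; some results filed as inactive read as strong as hits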
# Target sequence (Q9P0U3 419-644 limits assumed): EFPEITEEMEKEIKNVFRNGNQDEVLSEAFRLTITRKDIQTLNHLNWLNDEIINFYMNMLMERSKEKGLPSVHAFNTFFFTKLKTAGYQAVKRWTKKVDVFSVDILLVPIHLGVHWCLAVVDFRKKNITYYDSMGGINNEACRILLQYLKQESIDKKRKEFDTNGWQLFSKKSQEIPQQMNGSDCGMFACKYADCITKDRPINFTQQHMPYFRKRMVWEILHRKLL
#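 Material: hSENP1 catalytic domain, recombinant; medium: Tris pH 8 with BME, BSA, NP40 and catalase; compound: single concentration of 10 µM compound, 0.5% DMSO final; technique: FRET read of cyan and yellow fluorescence; timing: 50 min enzyme reaction, room temperature, light-protected; reagent: SFCypet-SUMO1-SFYpet substrate at 25 nM; control set: no-enzyme low, enzyme-DMSO high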
# SENP6 inh – inhibitors of human SENP6 protease. Q9GZR1. Recombinant SENP6 catalytic domain, aminoluciferin luminescence. inhibition, % at 10 µM. 330,000 tested, 1.8% active. AID 2599;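 active means inhibition above about 50% at the single tested dose, limit read from the data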;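 further: plate controls were DMSO wells with enzyme for no effect and DMSO wells lacking enzyme for full effect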
# Target sequence (Q9GZR1 628-1112 limits assumed): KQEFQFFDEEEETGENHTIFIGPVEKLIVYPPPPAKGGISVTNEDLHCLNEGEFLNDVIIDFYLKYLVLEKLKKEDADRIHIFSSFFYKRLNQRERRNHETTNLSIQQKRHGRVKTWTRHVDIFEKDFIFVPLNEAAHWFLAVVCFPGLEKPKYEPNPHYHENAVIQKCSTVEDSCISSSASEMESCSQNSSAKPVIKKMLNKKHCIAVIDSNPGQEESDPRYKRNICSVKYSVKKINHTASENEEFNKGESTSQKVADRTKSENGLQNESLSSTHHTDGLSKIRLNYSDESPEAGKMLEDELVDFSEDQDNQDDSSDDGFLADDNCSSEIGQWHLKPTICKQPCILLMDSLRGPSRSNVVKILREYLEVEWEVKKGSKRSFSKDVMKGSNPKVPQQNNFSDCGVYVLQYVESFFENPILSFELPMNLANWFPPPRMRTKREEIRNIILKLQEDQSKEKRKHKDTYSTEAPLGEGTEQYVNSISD
# SENP8 block-1 – SENP8 (human) protease inhibition; recombinant SENP8, Nedd8 substrate fluorescence; inhibition, % at 20 µM; 360,000 tested, 0.64% active; AID 602440; in the data active means inhibition mostly above about 40%, no sharp cut-off; inactive means mostly below about 27%
# MIN6 prolif – inducers of beta-cell replication in MIN6 cells; MIN6 cells proliferation, ATPlite luminescence, 48 h; cells starved in 0.2% serum; 100% = growth in 10% serum; 330,000 tested, 0.29% active; proliferation, % at 10 µM; AID 2380;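 active means compounds whose signal lies at least 3.5 SD above the mean of all wells on their plate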;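 further: 0% = DMSO-treated cells in low-serum medium and 100% = 10% serum control; some compounds called inactive have numbers as strong as hits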
# SENP8 block-2 – SENP8 protease inhibition. purified SENP8, Z-RLRGG-aminoluciferin cleavage, luminescence. inhibition, % at 10 µM. 330,000 tested, 1.2% active. AID 2540; in the data active means inhibition above about 50%
# HKDC1 inhibitor – inhibitors of human hexokinase HKDC1 | AID 493160 | Q2TB90 | 340,000 tested, 0.16% active | recombinant HKDC1, G6PDH/diaphorase resazurin coupled fluorescence | inhibition, % at 20 µM;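 active means inhibition above about 35% when tested at 20 µM, limit read from the data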;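 further: plate controls were DMSO wells with enzyme for no effect and DMSO wells lacking enzyme for full effect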
#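 Test system: recombinant HKDC1 (HK5) hexokinase enzyme, produced in-house / Doses: 20 µM test compound, 1% DMSO / Timing: 90 min, room temperature / Detection: G6PDH/diaphorase-coupled fluorescence, 1 mM NADP, 100 µM resazurin, 525/613 nm / Control set: DMSO wells with and without enzyme mix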
# PfG6PD inh – PfG6PD (Plasmodium falciparum) enzyme inhibition; PfGluPho enzyme, NADPH resazurin-diaphorase fluorescence; inhibition, % at 20 µM; 350,000 tested, 0.78% active; AID 504690;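 active means inhibition reaching at least a set limit at 20 µM in the primary screen, cut at about 59% in these data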;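 further: 0% = DMSO wells with substrate and 100% = DMSO wells lacking glucose-6-phosphate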
# Numbers without * were called inactive; / = no result given. The order is random; about 4% have a hit in one of these screens.
1. O=C(Nc1ccc(NC(=O)C2CCCCC2)nc1)c1cccc(F)c1
2. CCn1nnnc1-c1ccc(OC)c(S(=O)(=O)NCCc2ccccc2)c1
3. CC(NC(=O)c1cc2c(s1)CS(=O)(=O)C2)c1ccccc1 (stereo not drawn)
4. COC(=O)C(C)Oc1ccc(-c2nccc(-c3ccccn3)n2)cc1 (stereo not drawn)
5. COc1ccccc1NC(=O)CSc1nc2nccnc2c(=O)n1Cc1cccs1
6. COc1ccccc1N1CCN(C(=O)CCCn2nc(C)c([N+](=O)[O-])c2C)CC1
7. Cc1cc(C)nc(SCc2nnc(SCC(=O)Nc3nccs3)n2Cc2ccco2)n1
8. O=C(NCCOC(=O)c1ccccc1)c1ccccc1
Compound	1	2	3	4	5	6	7	8
UBC13 inh	9	0	-4	0	-7	0	8	2
SENP7 block	-2	0	5	-2	13	10	-3	-2
SENP1 inh	2	2	-4	4	-3	1	-4	0
SENP6 inh	2	0	-3	-4	22	-10	8	-17
SENP8 block-1	3	7	-19	6	12	28	-2	8
MIN6 prolif	1	-3	-2	-2	-2	0	-2	-4
SENP8 block-2	-7	-1	4	-10	-9	4	5	-11
HKDC1 inhibitor	-1	-6	0	-3	-7	-6	-4	-1
PfG6PD inh	1	10	-5	6	3	30	4	3

9. CC(=O)c1cccc(-n2c(CCC(=O)O)ccc2-c2ccc(C)cc2)c1
10. COc1ccc(-c2c(C#Cc3ccsc3)c3cc(-c4ccc(OC)c(F)c4)ccc3n2C)cc1
11. Cc1ccc(S(=O)(=O)NC(=O)Nc2nc(-c3ccc(F)c(F)c3)cs2)cc1
12. COCC(=O)Nc1ccc(Br)c(C)c1
13. CN(C)c1cccc(NC(=O)CCc2ccccc2)c1
14. COc1ccc(OCC(O)CNC(=O)c2ccccc2C(=O)O)cc1 (stereo not drawn)
15. CN(C)c1nc(N)nc(CSc2nnnn2-c2ccc(F)cc2)n1
16. COC(=O)c1ccc(Sc2ccccc2NS(=O)(=O)c2ccc(OC)cc2)nc1
Compound	9	10	11	12	13	14	15	16
UBC13 inh	-5	-13	-3	-13	-2	-2	-1	9
SENP7 block	-8	-14	6	-10	-9	-12	-6	-2
SENP1 inh	2	-6	2	2	-18	1	0	1
SENP6 inh	-2	-8	1	-10	-2	-12	3	-3
SENP8 block-1	7	-480	11	2	-16	14	6	6
MIN6 prolif	-2	-5	3	0	-4	0	0	2
SENP8 block-2	3	-6	-14	-7	-4	-10	-13	0
HKDC1 inhibitor	1	-4	1	-3	-4	-2	8	-1
PfG6PD inh	-14	1	10	9	2	1	-6	-9

17. CC1(C)CC(C(=O)Nc2ccccc2)C(=O)O1 (stereo not drawn)
18. COc1ccc(N2C(=O)NC(NS(=O)(=O)c3ccc(NC(C)=O)cc3)(C(F)(F)F)C2=O)cc1 (stereo not drawn)
19. CC(C)(C)P(=O)(CO)c1ccccc1 (stereo not drawn)
20. O=C(CNC(=O)COc1ccccc1)NCc1ccccc1F
21. Cn1c(CNC(=O)c2ccco2)nnc1SCC(=O)N1c2ccccc2Sc2ccccc21
22. Cc1ccc(N/C(CSC(N)=O)=N\S(=O)(=O)c2ccc(C)cc2)cc1
23. COc1ccc(S(=O)(=O)N(C)CC(=O)N2CCN(C)CC2)cc1C
24. CC(C)c1nc(SCC(=O)Nc2ccc(C(=O)O)cc2)c2c3c(sc2n1)CCCC3
Compound	17	18	19	20	21	22	23	24
UBC13 inh	-6	0	1	9	3	-2	3	-6
SENP7 block	-1	2	-2	3	-2	-6	6	-3
SENP1 inh	-2	0	1	-2	-2	3	2	0
SENP6 inh	-26	2	-10	5	-4	-14	12	-15
SENP8 block-1	5	3	12	0	14	32	4	1
MIN6 prolif	1	0	-2	0	-1	-2	-3	-4
SENP8 block-2	-1	5	3	6	5	-6	0	1
HKDC1 inhibitor	-6	-3	-5	-10	-4	-2	-2	6
PfG6PD inh	0	-18	-14	4	9	-1	-4	-41

# A different layout for some results above.
# Values in the order: UBC13 inh, SENP7 block, SENP1 inh, SENP6 inh, SENP8 block-1, MIN6 prolif, SENP8 block-2, HKDC1 inhibitor, PfG6PD inh
(21) Cn1c(CNC(=O)c2ccco2)nnc1SCC(=O)N1c2ccccc2Sc2ccccc21
 : 3, -2, -2, -4, 14, -1, 5, -4, 9
(19) CC(C)(C)P(=O)(CO)c1ccccc1 (stereo not drawn)
 : 1, -2, 1, -10, 12, -2, 3, -5, -14
(24) CC(C)c1nc(SCC(=O)Nc2ccc(C(=O)O)cc2)c2c3c(sc2n1)CCCC3
 : -6, -3, 0, -15, 1, -4, 1, 6, -41

# Next part.
25. Cc1ccccc1-c1ccc(C(=O)Nc2cccc(F)c2)o1
26. Cc1ccc(N(CC(=O)NCc2ccccc2)C(=O)CCC(=O)Nc2ccccn2)cc1
27. Cc1cc(OCCN2CC(C)OC(C)C2)ccc1[N+](=O)[O-] (stereo not drawn)
28. S=C(c1ccccc1)N1CCN(c2ccccc2)CC1
29. CC(=O)N1CCc2cc(S(=O)(=O)NCCN3CCC(C)CC3)ccc21
30. N#Cc1cc2c(nc1SCC(=O)Nc1sc3c(c1C#N)CCC3)CCCCC2
31. COc1cc2[nH]c(=S)nc(NCc3cccnc3)c2cc1OC
32. CC(C)CCC(=O)N1CCC(N2CCC(C(=O)NCc3ccccn3)CC2)CC1
Compound	25	26	27	28	29	30	31	32
UBC13 inh	-10	0	2	/	2	5	0	-1
SENP7 block	8	-7	1	/	3	13	1	5
SENP1 inh	-1	-17	4	5	-4	-19	-6	-19
SENP6 inh	30	-21	13	/	-2	12	-6	2
SENP8 block-1	-9	19	6	12	17	-13	-8	-12
MIN6 prolif	-5	1	2	/	-2	-4	-2	1
SENP8 block-2	20	-4	-3	/	3	3	-4	4
HKDC1 inhibitor	2	-4	-8	-4	-7	-9	5	5
PfG6PD inh	69*	-2	-8	24	-7	2	20	11

# An excerpt from above in order of SMILES length, low to high:
20. O=C(CNC(=O)COc1ccccc1)NCc1ccccc1F
27. Cc1cc(OCCN2CC(C)OC(C)C2)ccc1[N+](=O)[O-] (stereo not drawn)
24. CC(C)c1nc(SCC(=O)Nc2ccc(C(=O)O)cc2)c2c3c(sc2n1)CCCC3
6. COc1ccccc1N1CCN(C(=O)CCCn2nc(C)c([N+](=O)[O-])c2C)CC1
18. COc1ccc(N2C(=O)NC(NS(=O)(=O)c3ccc(NC(C)=O)cc3)(C(F)(F)F)C2=O)cc1 (stereo not drawn)
Compound	20	27	24	6	18
UBC13 inh	9	2	-6	0	0
SENP7 block	3	1	-3	10	2
SENP1 inh	-2	4	0	1	0
SENP6 inh	5	13	-15	-10	2
SENP8 block-1	0	6	1	28	3
MIN6 prolif	0	2	-4	0	0
SENP8 block-2	6	-3	1	4	5
HKDC1 inhibitor	-10	-8	6	-6	-3
PfG6PD inh	4	-8	-41	30	-18

# More compounds follow:
33. COc1ccc(CNC(=O)Cn2cc([N+](=O)[O-])cn2)cc1
34. CC(=O)N/C(=C\c1ccc(Cl)cc1)C(=O)O
35. CCN1C(=O)C(CC(=O)Nc2ccc(OC)cc2)N(CCN2CCOCC2)C1=S (stereo not drawn)
36. COCCNc1oc(-c2ccccc2Cl)nc1S(=O)(=O)c1ccc(C)cc1
37. CCOc1cc(C(=O)CCC(=O)OCC(=O)Nc2ccc(C)c(S(=O)(=O)N(C)C)c2)ccc1O
38. Cc1occc1C(=O)Nc1cc(=O)n(C)c(=O)n1C
39. CCOC(=O)CCSc1nnc(-c2cccnc2)n1-c1ccccc1OC
40. COc1ccc(N(C)C(=O)CC2(CC(=O)O)CCCCC2)cc1
Compound	33	34	35	36	37	38	39	40
UBC13 inh	-8	-2	2	-2	-10	7	8	-10
SENP7 block	-6	-4	4	-2	-8	-1	11	-4
SENP1 inh	-1	3	-1	-1	2	11	2	2
SENP6 inh	-32	-8	0	-40	-11	-12	1	6
SENP8 block-1	44*	13	11	-142	3	32	1	21
MIN6 prolif	1	0	-2	4	0	0	0	-3
SENP8 block-2	-5	-6	-3	-17	-9	5	5	7
HKDC1 inhibitor	-5	-3	-3	-8	4	-5	0	-6
PfG6PD inh	2	10	-6	11	1	8	6	-4

41. Cc1ccc(-c2nn(-c3ccccc3)cc2CSC(=N)N)cc1
42. c1ccn(-c2ccc(N3CCOCC3)cc2)c1
43. CCN1CCC(=NNC(=O)c2ccco2)CC1
44. CN1C(C(=O)NCc2cccc(C(F)(F)F)c2)CC2Cn3c(nc4cc5ccccc5cc43)C21 (stereo not drawn)
45. O=[N+]([O-])c1cccc(/C=C/c2nc3ccc([N+](=O)[O-])cc3[nH]2)c1
46. COC(=O)CSc1ncnc2c1cnn2Cc1ccccc1
47. O=C(Nc1ccc2oc(-c3ccncc3)nc2c1)c1ccc([N+](=O)[O-])o1
48. CCc1ccccc1NC(=O)N1C2CCCC1CC(NC(C)=O)C2 (stereo not drawn)
Compound	41	42	43	44	45	46	47	48
UBC13 inh	45*	2	-5	9	-2	8	-4	4
SENP7 block	-10	10	2	-5	-2	-3	24	-6
SENP1 inh	2	1	0	1	-2	1	0	-1
SENP6 inh	-15	38	-22	-1	-8	-16	0	-5
SENP8 block-1	16	25	7	-70	22	8	-43	8
MIN6 prolif	-4	-4	-1	-1	2	-3	-4	1
SENP8 block-2	-10	12	-8	5	-6	-12	2	-6
HKDC1 inhibitor	2	2	-2	-4	9	-5	0	1
PfG6PD inh	11	-4	-2	8	9	-2	26	-4

49. N#Cc1c(-c2ccccc2)nc(-c2cccnc2)[nH]c1=O
50. O=S1(=O)c2ccccc2N=NN1Cc1ccc(Cl)c(Cl)c1
51. Cc1occc1C(=O)Nc1sc2c(c1C(N)=O)CCC(C(C)(C)C)C2 (stereo not drawn)
52. Cc1cccc(NC(=O)CSc2nnc(CNC(=O)c3ccco3)o2)c1C
53. CC(C(=O)NC1CCCc2ccccc21)N1CCN(c2ccc(F)cc2)CC1 (stereo not drawn)
54. COC(=O)[C@@]12CCCN1[C@H](c1ccc(-c3ccc(Cl)c(Cl)c3)c(OC)c1)[C@H]1C(=O)N(C)C(=O)[C@H]12
55. CC(=O)c1cccc(N(CC(=O)N2CCCC2)S(C)(=O)=O)c1
56. COc1ccc(Cc2nnc(NS(=O)(=O)c3ccc([N+](=O)[O-])cc3)s2)cc1
Compound	49	50	51	52	53	54	55	56
UBC13 inh	3	-8	6	2	/	9	-1	-4
SENP7 block	1	-4	5	4	/	-1	5	-1
SENP1 inh	3	/	-2	0	0	-2	-1	-23
SENP6 inh	-8	-24	3	5	/	6	-12	-8
SENP8 block-1	-33	/	-217	7	11	15	5	9
MIN6 prolif	2	-4	-2	5	/	-6	2	-2
SENP8 block-2	-7	-7	-1	-2	/	-6	-2	-2
HKDC1 inhibitor	0	/	2	-3	-7	5	-1	-2
PfG6PD inh	-15	/	2	4	2	-7	-12	15

57. COc1ccc(NC(=O)CS(=O)c2ccccc2Cl)cc1 (stereo not drawn)
58. CCS(=O)(=O)N1CCN(C(=O)c2cccc(OC)c2)CC1
59. COc1cccc(NC(=S)Nc2cccc3ccccc23)c1
60. COC(=O)CN1C(=S)N(C)C(=O)C1CC(=O)Nc1ccccc1 (stereo not drawn)
Compound	57	58	59	60
UBC13 inh	0	-13	-37	-8
SENP7 block	7	-11	42	4
SENP1 inh	1	0	-8	-1
SENP6 inh	-4	-18	89*	-9
SENP8 block-1	-1	5	-425	18
MIN6 prolif	2	-3	-8	1
SENP8 block-2	1	-6	88*	-3
HKDC1 inhibitor	-5	-2	4	-6
PfG6PD inh	-17	2	12	-20
